# Screening data (PubChem)
# FLuc modulator = qHTS profiling assay for firefly luciferase inhibitor/activator using purifed enzyme and Km concentrations of substrates (counterscreen for miR-21 project). Luciferin 4-monooxygenase (Photinus pyralis), P08659. purified FLuc, Km substrates, luminescence inhibition. Potency, µM (series often up to 57.5 µM), for inactives: at the top dose activity change, negative = inhibition, actives largely listed as inhibitors. 360,000 compounds, 6.9% hits. AID 588342, 2011; active = well fitted inhibition curve with a large enough effect; inconclusive = small, poorly fitted or top-dose-only effect;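 note: plate controls were vehicle for no effect and reference inhibitor for full effect; nearly all actives have a fitted effect of over 55% in size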
# Target sequence (P08659 whole entry, looked up): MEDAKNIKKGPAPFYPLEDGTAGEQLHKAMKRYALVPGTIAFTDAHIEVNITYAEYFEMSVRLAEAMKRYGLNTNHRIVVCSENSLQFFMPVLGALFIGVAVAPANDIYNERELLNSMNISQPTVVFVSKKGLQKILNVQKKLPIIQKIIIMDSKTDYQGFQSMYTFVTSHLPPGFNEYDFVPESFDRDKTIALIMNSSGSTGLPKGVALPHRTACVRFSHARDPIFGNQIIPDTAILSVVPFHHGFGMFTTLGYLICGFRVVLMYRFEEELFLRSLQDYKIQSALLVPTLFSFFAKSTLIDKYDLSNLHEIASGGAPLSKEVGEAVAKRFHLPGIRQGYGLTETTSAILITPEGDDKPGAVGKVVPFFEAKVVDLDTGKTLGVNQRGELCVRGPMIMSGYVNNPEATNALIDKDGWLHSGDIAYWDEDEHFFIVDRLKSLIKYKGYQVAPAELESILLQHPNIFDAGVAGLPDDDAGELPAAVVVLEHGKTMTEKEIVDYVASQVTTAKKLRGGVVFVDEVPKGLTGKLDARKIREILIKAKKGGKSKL
#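 Purified P. pyralis luciferase (10nM final) with 10uM D-luciferin and 10uM ATP (Km levels) in 50mM Tris acetate pH 7.5, 10mM Mg acetate, 0.01% Tween-20, 0.05% BSA; qHTS 6-point titration, ~60 µM downward; luminescence read.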
# Active calls of the source: *; ? = inconclusive. Potency is the fitted concentration of half-maximal effect. This is a subset; count on the stated rates, not on these rows.
cpd	structure	FLuc modulator
1	Cc1ccc(S(=O)(=O)c2nc(-c3ccco3)oc2SCC(C)C)cc1	-4%
2	COc1cc(C(=O)Nc2nnc(S(=O)(=O)N(C)c3ccccc3)s2)cc(OC)c1OC	-12%
3	COc1cc(NC(=O)C(NC(=O)C2CCC(C)CC2)C(C)C)cc(OC)c1OC (configuration not stated)	-1%
4	CCCCNC(=O)c1sc2ncccc2c1-n1cccc1	0%
5	COc1ccc(-n2nc(C(=O)Nc3ccc(C)cn3)c3c4ccccc4n(C)c3c2=O)cc1Cl	3%
6	Fc1cc(F)c2ncc3c(-c4ccccc4)nn(-c4cccc(Cl)c4)c3c2c1	-4%
7	COc1cc(OC)c(NC(=O)CN2CCCN(Cc3ccccc3C)S2(=O)=O)cc1Cl	-1%
8	Cc1nc2ccc(S(=O)(=O)N(C)CC(=O)Nc3ccc(Br)c(C)c3)cc2s1	-18%
9	CCC(CO)NC(=O)C(=O)Nc1c2c(nn1-c1ccc(F)cc1)CSC2 (configuration not stated)	-15%
10	Cc1ccc(-n2c(=O)c3c(cnn3C)n(CC(=O)Nc3ccccc3C)c2=O)cc1	-1%
11	Cc1ccc(CN(C(=O)COc2ccc(C(C)(C)C)cc2)C2CCS(=O)(=O)C2)o1 (configuration not stated)	-10%
12	CCc1cccc(NC(=O)C2CCN(S(=O)(=O)c3cccc(-c4noc(C)n4)c3)CC2)c1	-5%
13	CCOc1ccc(NC(=O)CCn2c(=O)c3cccn3c3cccnc32)cc1	0%
14	Cc1cccc(NC(=O)c2oc3ccccc3c2NC(=O)Cc2coc3ccc(C(C)C)cc23)c1	-13%
15	Cc1ccc(-c2noc(-c3ccccc3OCC(=O)Nc3ccccc3[N+](=O)[O-])n2)cc1	-7%
16	COc1cc2c(cc1OC)C(COc1ccc(C(C)C)cc1)N(C(=O)c1ccc(S(=O)(=O)N3CCCC3)cc1)CC2 (configuration not stated)	0%
17	COc1ccc(CCNC(=O)Cn2cc(S(=O)(=O)Cc3ccccc3F)c3ccccc32)cc1OC	-4%
18	CCNC(=O)C1CCN(c2nc3ccccc3nc2C(F)(F)F)CC1	6%
19	CCOC(=O)c1ccc(NC(=O)CSc2nccn2-c2cc(C)cc(C)c2)cc1	0%
20	COC(=O)c1c(-c2cccs2)csc1NC(=O)c1ccc(OC)c(OC)c1	?

# Among those listed so far, these have a thiophene ring, fused or not.
cpd	structure	FLuc modulator
4	CCCCNC(=O)c1sc2ncccc2c1-n1cccc1	0%
20	COC(=O)c1c(-c2cccs2)csc1NC(=O)c1ccc(OC)c(OC)c1	?

# Next section:
cpd	structure	FLuc modulator
21	COc1ccc(OC)c(CNC(=O)c2ccc(Sc3ccc(Cl)cc3)c(NC(C)=O)c2)c1	?
22	COc1ccc(CNC(=O)c2cc(=O)[nH]c3ccc(S(=O)(=O)N4CCCC4)cc23)c(OC)c1	1%
23	COc1ccccc1NC(=O)Cn1cnc2ccc(S(=O)(=O)N3CCC(C)CC3)cc2c1=O	-2%
24	CN(C)c1ccc(CN(CC2CCCO2)C(=O)c2ccc(Br)cc2)cc1 (configuration not stated)	2%
25	CCn1nc(C)c2c(-c3ccccc3)cc(=O)n(C(C)C(=O)NCc3cccc(OC)c3)c21 (configuration not stated)	-1%
26	Cc1ccc2[nH]c(CSc3nnc(C)s3)cc(=O)c2c1	-8%
27	Cc1ccccc1NC(=O)[C@H](CSCc1ccccc1)N1Cc2ccccc2C1=O	1%
28	CCOc1ccccc1CNC(=O)C1CCN(C2=NS(=O)(=O)C(c3ccc(C)c(C)c3)=C2C)CC1	2%
29	CCOc1ccc(NC(=O)Cn2c(CCC(=O)O)ccc2-c2ccc(C)cc2)cc1	-20%
30	COc1ccc(Cn2c(CO)cnc2SCc2ccc(F)cc2)cc1	?
31	COc1cccc(C2C(C(=O)Nc3ccc(C)cc3C)=C(C)Nc3c(C(=O)Nc4ccccc4)cnn32)c1 (configuration not stated)	-6%
32	Cc1cc(C)cc(-n2c(SCC(=O)N3CCCCCC3)nc3c([nH]c4ccccc43)c2=O)c1	-1%
33	Cc1ccc(C(=O)Nc2cc3nn(-c4ccccc4)nc3cc2Cl)c(C)c1	1%
34	N#Cc1ccc(-c2cccs2)nc1SCc1c(F)cccc1Cl	-7%
35	CCCN(C(=O)Cn1ncc2c1-c1ccccc1OC2)c1cccc(C)c1	-8%
36	COc1ccccc1NC(=O)CSCc1cc(=O)c2c(C)cc(C)cc2[nH]1	5%
37	CC1C(=O)N2CCCc3cc(S(=O)(=O)Nc4ccc(Br)cc4F)cc1c32 (configuration not stated)	?
38	Cc1ccc(C)c(NC(=O)C2CCCN(c3ncnc4onc(C)c34)C2)c1 (configuration not stated)	21%
39	O=C(NCCc1ccc(Cl)cc1)c1cnc2sc(N3CCCC3)nn2c1=O	2%
40	COc1ccccc1N1CCN(Cc2cc(COC(C)C)c3cccnc3c2O)CC1	1%

# Going on with the list:
cpd	structure	FLuc modulator
41	CCOC(=O)c1cc(-c2ccccc2)n(-c2cccc(C(=O)N(CC)c3ccccc3)c2)c1C	-14%
42	Cc1ccccc1Nc1cc(C(=O)NC2CCCCC2)c2ccccc2n1	2%
43	CC(=O)c1cccc(NC(=O)c2sc(-n3nc(C)c(Cc4ccccc4)c3C)nc2C)c1	4%
44	Cc1ccc(CNC(=O)CSc2nc(=O)n(Cc3ccco3)c3c2CCC3)cc1	?
45	CCC(=O)N1CCc2cc(Br)cc(S(=O)(=O)N3CCC(C(=O)N(CC)CC)CC3)c21	-7%
46	Cc1nc(-c2cccc(NC(=O)Nc3ccc([N+](=O)[O-])cc3)c2)no1	?
47	CC(=O)c1ccc(N2CCN(S(=O)(=O)c3cc(-c4onc(C)c4C)ccc3C)CC2)cc1	2%
48	COc1cccc(-n2c(SCC(=O)N3CCc4ccccc43)nc3c([nH]c4ccccc43)c2=O)c1	0%
49	COc1cc(OC)cc(-c2nc3n(n2)C(c2ccccc2F)C(C(=O)Nc2cccnc2)=C(C)N3)c1 (configuration not stated)	-15%
50	CCCc1ccc(OCC(=O)Nc2sc3c(c2C(=O)OC)CCCCC3)cc1	-18%
51	COc1ccc(Cn2c(C(=O)O)c(CNCCc3cccs3)c3ccc(C)cc32)cc1	4%
52	Cc1cc(=O)[nH]c2nnc(SCc3ccc(C(F)(F)F)cc3)n12	-10%
53	CCC(C)NC(=O)c1sc2nc(C)c(C(=O)Nc3ccc(C)cc3C)c(-c3ccc(Cl)cc3)c2c1N (configuration not stated)	2%
54	COc1ccc(-c2cc(C(=O)NCCc3ccc(Cl)cc3)[nH]n2)cc1	3%
55	Cc1ccc(C2C(=O)N(C3CCCCCC3)CC(=O)N2CCC2=CCCCC2)cc1 (configuration not stated)	3%
56	CCOc1ccc(NC(=O)Cn2c(C)ccc(C#N)c2=O)cc1	-4%
57	Cc1cccc(NC(=O)C2CCC(CNS(=O)(=O)c3csc(C(N)=O)c3)CC2)c1C (configuration not stated)	-1%
58	CC(C)(C)OC(=O)N1CCC(c2c(C(=O)NCc3ccco3)cnn2-c2ccc(F)cc2F)CC1	2%
59	CCOC(=O)C1CCCN(C(=O)c2ccc3c(c2)N(Cc2ccc(Cl)cc2)C(=O)c2ccccc2S3=O)C1 (configuration not stated)	-1%
60	Cc1ccc(NC(=O)Nc2nnc(SCC(=O)Nc3ccc(F)cc3F)s2)cc1	1%

# The list goes on:
cpd	structure	FLuc modulator
61	COCCCNC(=O)c1sc2nc(C)c(C(=O)Nc3ccc(C)cc3C)c(-c3ccc(Br)cc3)c2c1N	-12%
62	Cc1cccc(N2CCN(C(=O)c3cc4c(=O)oc5ccccc5c4s3)CC2)c1C	1%
63	CCOc1ccc(NC(=O)CSc2oc(-c3ccco3)nc2S(=O)(=O)c2ccc(C)cc2)cc1	5%
64	O=C(O)c1cccc(Nc2ncnc3scc(-c4ccccc4)c23)c1	?
65	COc1ccc(C2c3cc(OC)c(OC)cc3CC(=O)N2c2ccc(C)cc2)cc1 (configuration not stated)	0%
66	COc1cccc2cc(-c3cn4c(n3)sc3cc(F)ccc34)c(=O)oc12	2.4µM*
67	COc1ccc(-c2nc(CCNC(=O)c3c(F)cccc3Cl)cs2)cc1	?
68	CCC1CCCCN1C(=O)c1nn(-c2ccc(OC)cc2)c(=O)c2c1c1ccccc1n2C (configuration not stated)	-1%
69	Cc1cccc(C)c1OCc1cc(=O)n2c(-c3ccccc3)csc2n1	2%
70	CCc1cc2c(cc3c(=O)n(CC(=O)NC4CCCCC4)ncn32)s1	-2%
71	Cc1ccc(NC(=O)c2c(C)nc3sc(C(=O)Nc4ccc(F)cc4)c(N)c3c2-c2ccccc2Cl)c(C)c1	1%
72	Cc1ccc(C(=O)c2cn(Cc3ccccc3)c3c(F)cc(F)cc3c2=O)cc1	-6%
73	Cc1ccc(C2=Nc3ccccc3N(CC(=O)NCc3ccc(Cl)cc3)C(=O)C2)cc1C	-11%
74	CCn1cc(C(=O)Nc2ccc(C(C)C)cc2)c2cc(OC)c(OC)cc2c1=O	2%
75	COCCn1c(SCC(=O)Nc2ccc(C(F)(F)F)cc2)nc2c([nH]c3ccccc32)c1=O	0%
76	CCOC(=O)C1=C(CS(=O)(=O)c2c(C)cc(C)cc2C)NC(=O)NC1c1cccc(OC)c1 (configuration not stated)	-2%
77	Cc1cccc(N2CCN(C(=O)C3CCN(S(=O)(=O)c4c(C)noc4/C=C/c4ccccc4F)CC3)CC2)c1C	-7%
78	COCCCNC(=O)c1cnn(-c2ccccc2Cl)c1C1CCN(C(=O)OC(C)(C)C)CC1	-1%
79	COc1ccccc1CNC(=O)c1ccc(N2CCCC2)c(NC(=O)NCc2ccc(C)cc2)c1	0%
80	COc1cc2c(cc1OC)C(COc1ccc3c(C)cc(=O)oc3c1)N(C(=O)c1ccc(Cl)cc1)CC2 (configuration not stated)	3%

# The list goes on.
cpd	structure	FLuc modulator
81	COc1ccccc1N1CCN(C(=O)c2cc3c(=O)n(Cc4cccs4)ccc3nc2C)CC1	-5%
82	Cc1ccc(CCNC(=O)c2ccc(CSCc3ccccc3Cl)o2)cc1	?
83	CCCC(=O)C1=C(c2ccc(C)c(C)c2)N(C(=O)CCC)n2c(CC)nnc2S1	3%
84	COc1ccc(OCC(O)Cn2c(NCCO)nc3c2c(=O)n(C)c(=O)n3C)cc1 (configuration not stated)	3%
85	CCC(Oc1ccccc1)C(=O)Nc1nnc(S(=O)(=O)N(CC)CC)s1 (configuration not stated)	?
86	O=C(NCc1ccc(F)cc1)c1ccc2nc(N3CCCCC3)sc2c1	-9%
87	CCOC(=O)c1c(C)[nH]c(CCC(=O)NCc2ccc(CC)cc2)c1C	3%
88	CCOc1ccc(C(=O)c2cn(Cc3ccccc3OC)c3ccc(F)cc3c2=O)cc1	0%
89	O=C(c1ccc2c(c1)CCN2S(=O)(=O)c1ccccc1)N1CCN(c2cccc(Cl)c2)CC1	-2%
90	CCC(Sc1ncccc1C(=O)Oc1ccccc1Cl)C(=O)Nc1ccccc1OC (configuration not stated)	1%
91	Cc1ccccc1CNC(=O)CN1C(=O)CCCc2ccccc21	-3%
92	Cc1ccc(C)c(N2CCN(C(=O)Cn3ncc4ccsc4c3=O)CC2)c1	-10%
93	Cc1ccc2nc(N(Cc3cccnc3)C(=O)COc3ccccc3)sc2c1	-7%
94	Clc1ccccc1CSc1nncn2c1cc1occc12	-12%
95	O=C(O)CCc1ccc(-c2ccc(Br)cc2)n1-c1ccccc1O	?
96	CCCCC(=O)Nc1cc(-c2nc3ccccc3o2)ccc1OC	-11%
97	CCC(C(=O)NCCc1ccccc1)n1nc(C)n2c(cc3sccc32)c1=O (configuration not stated)	-11%
98	CCc1cccc2c(-c3ccccc3)nc(SCC(=O)Nc3ccccc3)nc12	-1%
99	COc1ccc(CNC(=O)c2ccc3c(c2)CCN3S(=O)(=O)c2ccccc2)cc1	0%
100	CN(C(=O)c1ccc2c(c1)N(Cc1ccc(F)cc1)C(=O)c1ccccc1S2(=O)=O)C1CCCCC1	0%

# Next entries.
cpd	structure	FLuc modulator
101	COc1ccc(-c2cc(C(F)(F)F)nc(SCC(=O)NCc3ccc(Cl)cc3)n2)cc1	-4%
102	COc1cc(OC)cc(-c2cc3nc(C)c(CCC(=O)Nc4ccc(F)c(Cl)c4)c(C)n3n2)c1	?
103	O=C(CN1C(=O)C2(SCC(=O)N2c2ccccc2)c2ccccc21)NCc1ccccc1 (configuration not stated)	2%
104	CCOc1ccc(C2C(C(N)=O)=C(C)Nc3nc(SCc4ccccc4)nn32)cc1 (configuration not stated)	-7%
105	COc1ccc(NC(=O)CSC2=Nc3ccccc3C3=NC(CC(=O)NCc4ccc5c(c4)OCO5)C(=O)N23)cc1 (configuration not stated)	-10%
106	COC(=O)c1ccc(CSc2c(C(C)C)cnc3c2c(=O)n(C)c(=O)n3C)cc1	4%
107	Cc1cc(C)cc(Oc2coc3cc(OCC(=O)NC4CCCCC4)ccc3c2=O)c1	3%
108	Cn1c(SCc2ccccc2F)nc2c([nH]c3ccccc32)c1=O	2%
109	Cc1ccc2c(c1)NC(=O)C(CC(=O)Nc1ccccc1Cl)O2 (configuration not stated)	1%
110	CCOC(=O)CC(NS(=O)(=O)c1cc(-c2cc(C)no2)ccc1C)c1ccc(C)cc1 (configuration not stated)	-11%
111	O=C(Cn1ncc2c3ccccc3n(Cc3ccccc3)c2c1=O)N1CCCCCC1	2%
112	O=C(CCCCn1c(=O)c2ccccc2n(Cc2ccccc2F)c1=O)NCc1ccccc1Cl	1%
113	CCOC(=O)c1cccc(NC(=O)CC2C(=O)N(c3ccc(OC)cc3)C(=O)N2C2CCCC2)c1 (configuration not stated)	-12%
114	CCC(=O)N1c2ccccc2CC1C(=O)N1CCN(c2ccccc2F)CC1 (configuration not stated)	-3%

# Results in sequence from the entries so far:
# Entries 59–67 in FLuc modulator read -1%, 1%, -12%, 1%, 5%, ?, 0%, 2.4µM*, ?
